# Screens from PubChem.
# PP5 inh: inhibitors of human protein phosphatase 5 (PP5); AID 1987; inhibition, % at 6.7 µM; purified PP5c, OMFP substrate fluorescence; 320,000 compounds, 0.18% hits;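 active means inhibition above the campaign's mean inhibition across all tested compounds plus 3 SD, cut at about 9.5% in these data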;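 further: 0% = DMSO only and 100% = 100 µM cantharidin control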
# Target sequence (P53041 whole entry, looked up): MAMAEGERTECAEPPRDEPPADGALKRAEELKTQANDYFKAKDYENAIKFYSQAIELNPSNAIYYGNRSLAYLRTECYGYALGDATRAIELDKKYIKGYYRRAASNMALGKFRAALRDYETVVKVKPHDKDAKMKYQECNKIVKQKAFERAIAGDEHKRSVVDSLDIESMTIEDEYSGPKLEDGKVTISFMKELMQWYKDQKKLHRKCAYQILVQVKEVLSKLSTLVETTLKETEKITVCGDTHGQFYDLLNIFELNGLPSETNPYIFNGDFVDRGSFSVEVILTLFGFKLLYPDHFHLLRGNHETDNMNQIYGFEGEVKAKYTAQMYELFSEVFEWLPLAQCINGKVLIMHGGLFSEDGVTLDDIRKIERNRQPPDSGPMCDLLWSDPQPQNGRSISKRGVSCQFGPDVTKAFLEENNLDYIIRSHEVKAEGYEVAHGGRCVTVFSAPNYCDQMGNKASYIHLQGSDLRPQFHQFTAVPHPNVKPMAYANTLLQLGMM
# VLA-4 inh: inhibition in a human VLA-4 binding assay. VLA-4 expressing cells, ligand binding flow cytometry. P13612. inhibition, % (about 7 µM as worked out from the volumes in the protocol). 330,000 compounds, 0.2% hits; in the data active means inhibition above about 50%
# proCasp3 act: activators of human procaspase-3 | P42574 | recombinant procaspase-3 D3A, Ac-DEVD-pNA absorbance 405 nm | activation, % at 8.5 µM | 330,000 compounds, 0.11% hits | AID 463141;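 active means activation above the mean of all tested compounds plus 3 SD, cut at about 21% in these data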;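 further: 0% = DMSO alone and 100% = DMSO wells spiked with extra 5 µM PC-3 D3A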
#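 assay system = Procaspase-3 D3A mutant | signal = absorbance at 405 nm, 0 and 120 min | times = 1 h preincubation plus 2 h reaction at 25 °C | repeats = single replicate | read-out = % activation between DMSO and enzyme-spiked controls | medium = Zinc-free HEPES saline buffer with Triton X-100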
# PP1 counter: blocks human PP1-alpha phosphatase, a PP5 counter-screen; inhibition, % at 6.7 µM; AID 2235; purified PP1alpha, OMFP fluorescence; P62136; 320,000 compounds, 0.9% hits;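 active means inhibition above the mean inhibition of all tested compounds plus 3 SD, computed separately for each screening campaign, cut at about 15% in these data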
# GRK2 inh: human GRK2 inhibition via aptamer displacement; inhibition of aptamer binding, % at 10 µM; bead flow cytometry, FAM-aptamer displacement from GRK2; 330,000 compounds, 0.59% hits;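 active means inhibition of aptamer binding above 40%, roughly 3 SD of noise, on plates passing a quality check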;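 further: median bead fluorescence of bound FAM aptamer so fluorescent compounds give negative values; no value below 0 was filed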
# HCV core dimer: HCV core protein dimerization inhibition; inhibition, % at 5 µM; AID 1899; 300,000 compounds, 0.33% hits; TR-FRET GST/Flag-core106 dimerization, 1536-well;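 active means inhibition above the mean of all tested compounds plus 3 SD, set per screening campaign, cut at about 45% in these data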
#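 assay system = GST-tagged and Flag-tagged HCV core protein residues 1-106 | controls = unlabelled core106 and no-GST-core106 wells | incubation = compound-protein-antibody incubation 4 h at 22.5 °C | probe or stimulus = Eu donor and XL665 acceptor anti-tag antibodies | read-out = % inhibition based on acceptor/donor emission ratio | signal = TR-FRET 671 and 617 nm emission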
# JMJD2C inh: human JMJD2C demethylase inhibition; Q9H3R0; AID 2099; inhibition, % at 2.35 µM; 330,000 compounds, 0.069% hits; GST-JMJD2C(1-420) H3K9me3 demethylation, DELFIA europium;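 active means more than half of a compound's replicate wells show inhibition beyond 50%, single wells judged on their own value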;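 further: signal counts dimethyl H3K9 product captured on neutravidin plate; 0% = median of DMSO wells and 100% = 0.3 times that DMSO median; strong numbers were not always called active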
# Target sequence (Q9H3R0 1-420 limits assumed): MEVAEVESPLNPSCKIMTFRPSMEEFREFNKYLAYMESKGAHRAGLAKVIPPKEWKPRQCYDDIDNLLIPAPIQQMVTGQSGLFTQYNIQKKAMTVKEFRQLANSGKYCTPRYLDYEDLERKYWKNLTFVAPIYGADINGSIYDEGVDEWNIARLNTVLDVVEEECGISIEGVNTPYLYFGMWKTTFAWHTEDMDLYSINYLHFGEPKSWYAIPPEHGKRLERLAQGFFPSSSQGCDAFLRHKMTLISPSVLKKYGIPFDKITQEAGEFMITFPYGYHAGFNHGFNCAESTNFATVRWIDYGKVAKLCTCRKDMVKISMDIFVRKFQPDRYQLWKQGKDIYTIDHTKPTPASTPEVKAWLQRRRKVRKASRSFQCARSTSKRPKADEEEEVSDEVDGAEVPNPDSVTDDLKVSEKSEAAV
# Fh CTSL1 inh: cathepsin L1 inhibition, PFM18AAP counter-screen; inhibition, % at 5.96 µM; 300,000 compounds, 0.49% hits; AID 1906; recombinant F. hepatica cathepsin L1, Z-Leu-Arg-MCA fluorescence;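 active means inhibition above the mean of all tested compounds plus 3 SD, set per screening campaign, cut at about 17% in these data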;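 further: 0% = plate median of test compound wells and 100% = 1 µM Z-Phe-Ala-diazomethylketone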
# procasp7 counter: counter-screen: procaspase-7 (human) activation. P55210. recombinant procaspase-7, Ac-DEVD-pNA absorbance 405 nm; D23A/D198A/D206A triple mutant, cannot self-cleave; scale: DMSO 0, 5 µM enzyme 100. activation, % at 8.5 µM. 330,000 compounds, 0.093% hits. AID 463210;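 active means percent activation above the screen-wide mean plus 3 SD, cut at about 25% in these data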
#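 System: Uncleavable procaspase-7 mutant enzyme; Amount: 2 µM procaspase-7 mutant as dispensed; Schedule: 1 h compound preincubation, 2 h substrate cleavage, 25 °C; Measured by: 405 nm absorbance of p-nitroaniline; Evaluation: percent activation from buffer-corrected 0–120 min absorbance change; Control set: low DMSO alone, high DMSO plus 5 µM PC-7.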
# The depositor's hits bear a star; x = no result given; & = joins results of further samples. Rows are unselected; about 2.6% have a hit in one of these screens.
structure	PP5 inh	VLA-4 inh	proCasp3 act	PP1 counter	GRK2 inh	HCV core dimer	JMJD2C inh	Fh CTSL1 inh	procasp7 counter
Cc1cc(C)c(OCCCCN(C)Cc2ccccc2)c(C)c1	-0.1	3.7	7.9	3.8	2.0	0.3	10.2	0.8	-3.2
COc1ccccc1NC(=O)Nc1cccnc1	-0.7	-6.6	-2.8	-2.4	0.0	-5.7	7.4	2.0	10.5
COc1ccc(OCCCC(=O)N2CCCc3ccccc32)cc1	2.2	-1.5	-0.5	-0.5	1.0	4.7	-0.1	-0.5	3.9
COc1ccc(/C=C(/NC(=O)c2ccccc2)C(=O)NCCN2CCOCC2)cc1OC	-0.9	25.1	-0.1	-3.1	0.0	-4.5	-0.1	3.2	6.2
S=C(NCc1cccnc1)Nc1ccc(Cl)cc1	0.1	10.0	4.2	0.7	1.0	-3.2	-2.5	3.3	5.7
Cc1cc(C)nc(SCNC(=O)c2ccc(Cl)cc2)n1	4.4	17.2	-30.8	1.4	0.0	-4.3	2.0	1.0	-37.2
Cc1ccccc1SC1CCN(C(=O)C2CCC(=O)N(C3CC3)C2)CC1 (stereo not drawn)	0.1	4.3	1.1	-0.1	0.0	8.2	-6.3	-6.3	-15.2
Cc1ccc(C(OCC(O)CN2CCCCC2CO)c2ccccc2)cc1 (stereo not drawn)	1.9	2.1	5.2	4.2	0.0	-7.3	-25.5	-2.1	2.6
CC(C)(C(=O)c1ccccc1)/[N+]([O-])=C/c1ccccc1	2.6	-8.7	-9.5	-0.1	0.0	-6.2	1.1	-6.9	-14.8
COc1ccc(NC(=O)CSC2=C(C#N)C(c3ccco3)C3=C(CCCC3=O)N2)c(OC)c1 (stereo not drawn)	0.5	6.3	-1.6	0.6	0.0	0.7	13.3	-0.5	-5.8
CC(C)(C)c1ccc(/C=C2/SC(N3CCCC3)=NC2=O)cc1	0.2	-3.2	-4.4	1.4	0.0	7.6	2.1	5.2	1.2
Cc1nc(NC(=O)CSc2nc3cccnc3n2Cc2ccccc2)sc1C	-0.8	12.8	4.1	-1.9	0.0	-0.1	-12.5	2.7	5.6
CCCN(Cc1ccco1)S(=O)(=O)c1ccc(OC)c(OC)c1	-0.1	5.3	-9.1	-6.4	0.0	2.6	7.1	-5.2	-4.2
COc1ccc(-c2cn3c(C)c(C(=O)NC(C)C)sc3n2)cc1	0.7	10.4	-4.0	1.9	1.0	-0.7	3.3	1.4	-11.5
CC(=O)Nc1ccccc1OCc1cnc(Cl)s1	-0.5	-2.5	0.9	-0.8	1.0	-1.3	-8.8	-0.5	-0.1
COc1ccc(NC(=O)CSc2nnnn2C)cc1S(=O)(=O)N1CCCCC1	-0.3	2.5	1.9	-3.6	0.0	x	x	x	10.0
O=CN(CCN(C=O)CN1CCCCC1)CN1CCCCC1	-0.8	4.4	3.9	-11.3	2.0	6.1	10.0	-5.9	3.5
COc1ccc(NC(=O)c2ccc(NC(=O)c3nc4nccc(C)n4n3)cc2)cc1	x	8.5	-3.0	x	4.0	x	5.5	x	-13.8
Cc1cc(NC(=O)CN2C(=O)c3ccccc3S2(=O)=O)no1	2.8	-1.7	3.2	-6.2	3.0	-19.9	-8.8	-0.2	-2.7
COc1ccccc1NC(=S)NCCSc1ccc(Cl)cc1	3.9	4.8	-1.7	0.7	0.0	1.4	4.4	3.4	-1.6

# Of the compounds above, these contain two or more sulfur atoms:
structure	PP5 inh	VLA-4 inh	proCasp3 act	PP1 counter	GRK2 inh	HCV core dimer	JMJD2C inh	Fh CTSL1 inh	procasp7 counter
Cc1nc(NC(=O)CSc2nc3cccnc3n2Cc2ccccc2)sc1C	-0.8	12.8	4.1	-1.9	0.0	-0.1	-12.5	2.7	5.6
COc1ccc(NC(=O)CSc2nnnn2C)cc1S(=O)(=O)N1CCCCC1	-0.3	2.5	1.9	-3.6	0.0	x	x	x	10.0
COc1ccccc1NC(=S)NCCSc1ccc(Cl)cc1	3.9	4.8	-1.7	0.7	0.0	1.4	4.4	3.4	-1.6

# Later entries.
structure	PP5 inh	VLA-4 inh	proCasp3 act	PP1 counter	GRK2 inh	HCV core dimer	JMJD2C inh	Fh CTSL1 inh	procasp7 counter
COc1cccc(CC(C(=O)Nc2cc(C)ccc2C)c2nn[nH]n2)c1OC (stereo not drawn)	0.5	-3.7	-15.4	0.5	2.0	-2.5	-2.6	-0.2	5.2
COc1ccc(N(C)S(=O)(=O)c2cccc(C(=O)Nc3ccc(-n4cnnn4)cc3)c2)cc1	2.9	33.2	4.3	2.2	1.0	6.6	-13.9&-3.8	0.4	1.1
CC(C)c1cc(NC(=O)CSc2nnc(-c3ccccc3F)n2C)on1	1.5	32.8	-17.3	-1.6	0.0	6.1	1.6	-0.6	-8.7
CC(CC(=O)c1cccs1)CC(=O)c1cccs1	0.7	15.0	0.2	-1.9	0.0	-5.7	36.2	0.1	-1.5
O=C(c1ccncc1)c1ccc(NS(=O)(=O)c2ccc(Br)s2)cc1	1.6	30.2	7.7	0.3	0.0	-3.9	3.5	0.5	-1.7
O=C(COC(=O)c1ccccc1O)Nc1cccc2ccccc12	2.1	2.1	4.9	-2.2	1.0	x	-8.6	x	5.4
COc1ccc(NC(=O)CNC(=O)Cn2cnc3sc4c(c3c2=O)CCCC4)cc1OC	-0.6	7.0	3.1	-2.3	0.0	-3.1	2.7	-0.1	5.9
CCn1nc(C)cc1C(=O)N1CCCC(N2CCN(c3cccc(Cl)c3)CC2)C1 (stereo not drawn)	0.6	1.7	5.8	-5.5	0.0	8.0	-5.6	-0.1	-6.4
COc1ccc(C(=O)CSc2nnc(CNc3ccc(C)cc3C)n2Cc2ccco2)cc1	9.0	-7.8	-1.9	22.8*	0.0	16.1	-7.8&9.1	6.5	5.7
Cc1cc(C)c(C(=O)COC(=O)C2CCN(c3ccc(C(F)(F)F)cn3)CC2)c(C)c1	2.5	-1.4	1.1	-1.5	0.0	x	3.5	x	-4.7
Cc1no[n+]([O-])c1COc1ccc(/C=C(\C#N)C(N)=O)cc1	2.8	10.1	0.9	0.5	3.0	7.9	-24.5	-1.7	1.5
O=S(=O)(c1ccccc1F)N1CCN(CC(O)c2ccccc2)CC1 (stereo not drawn)	0.5	0.0	-12.0	1.6	7.0	-4.8	-1.5	-1.6	-2.8
CC(C)CN1C(=O)c2ccc(NC(=O)c3cccs3)cc2C1=O	0.4	0.6	3.2	6.3	1.0	3.8	14.6	2.9	-6.0
O=C(COc1cccc(C(F)(F)F)c1)NCC(c1ccco1)N1CCCC1 (stereo not drawn)	x	-2.4	-6.8	x	0.0	x	8.0	x	-10.9
COCCn1c(C)cc(/C=C(\C#N)C(=O)OC(C)C(=O)Nc2ccc(NC(C)=O)cc2)c1C (stereo not drawn)	-1.8	6.5	-14.5	-0.9	0.0	0.8	-6.7	-2.2	7.3
CC1=Nc2ccc3ccccc3c2C1(C)C	-1.2	-203.2	3.8	-3.6	0.0	2.8	-24.4	0.6	-6.2
CCOC(=O)C1CCCN(CCC(=O)Nc2ccccc2)C1 (stereo not drawn)	2.9	9.7	1.4	-6.7	0.0	3.1	10.3	-1.1	7.4
Cc1cc(C)n2nc(C(=O)Nc3ccc(S(=O)(=O)N(C)C)cc3)nc2n1	0.6	-10.1	-8.4	-1.7	8.0	2.0	3.0	-2.5	1.0
CC(NC(=O)c1ccc(C#N)cc1)C1CC2CCC1C2 (stereo not drawn)	1.6	4.5	6.3	-1.6	3.0	-1.3	-4.1	-2.5	-1.2
O=C(O)CC(NS(=O)(=O)c1c(F)cc(F)cc1Br)c1ccccc1Cl (stereo not drawn)	-0.8	-6.9	-2.0	-1.2	1.0	0.0	3.0	3.2	-2.5
CCc1ccccc1NC(=O)c1cnc2n(c1=O)CCS2	2.7	7.4	4.2	-0.6	0.0	-22.3	14.1	-1.8	-1.9
Cc1ccc(C(=O)NCC(=O)OCCCOC(=O)CNC(=O)c2ccc(C)cc2)cc1	0.4	4.4	1.9	-1.5	0.0	3.0	1.2	-1.9	0.2
Cc1cc2oc(=O)cc(Cn3ccnc3)c2cc1C	3.4	22.2	1.9	-3.6	0.0	-7.1	-16.9	8.0	-0.5
O=C(NC1CCN(Cc2cccc([N+](=O)[O-])c2)CC1)c1ccccc1	0.3	5.3	1.1	-3.5	0.0	-10.6	10.7	-4.2	-4.6
Cc1cc(OCC(=O)NCC(O)c2ccccc2)c2c(C)cc(=O)oc2c1 (stereo not drawn)	2.6	27.8	-3.3	-2.5	0.0	0.0	55.7	2.5	3.9
CCc1ccc(NC(=O)N2CCC(c3ccccc3)C2)cc1 (stereo not drawn)	0.5	1.6	1.0	-3.1	0.0	-0.1	5.5	-1.8	8.7
NC(=O)CS(=O)(=O)c1nc2ccccc2n1Cc1ccccn1	-1.0	8.5	-2.0	1.0	2.0	-3.8	-1.6	-0.8	-3.2
CN(C)S(=O)(=O)c1ccc(C(=O)Nc2nnc(-c3ccc4c(c3)CCCC4)o2)cc1	-0.2	8.2	10.4	11.8	0.0	17.5	10.1	0.3	-3.7
CCOC(=O)c1c(N)sc(C(=O)Nc2ccccc2)c1C	3.1	-1.2	-6.4	1.1	2.0	2.1	-3.4	3.5	-10.6
Cc1ccnc(NC(=O)CNC(=O)c2ccc(C)s2)c1	0.2	15.2	7.9	-1.1	1.0	-0.3	5.0	-1.6	7.0
Cc1ccc(NC(=O)c2cc(C)n(-c3cccc(C)c3)c2C)cc1	0.1	14.3	3.9	-2.5	1.0	10.3	-5.2	1.6	10.1
COc1ccc(/C=N/NC(=O)CCCOc2ccc(Cl)cc2Cl)cc1	2.7	1.0	-4.1	-0.2	0.0	2.2	3.6	3.0	-17.4
O=C(Nc1cc(Cl)cc(Cl)c1)c1coc(=O)c(Br)c1	2.4	13.6	-1.1	-1.3	3.0	3.0	1.2	1.9	-3.0
CC(=O)N1CCN(C(=O)c2cc(S(=O)(=O)N3CCCCC3)ccc2Cl)CC1	-0.8	5.4	0.1	-5.7	0.0	2.7	-6.3	1.7	17.9
Cn1c2ccccc2c(=O)c2cc(C#Cc3ccsc3)ccc21	1.4	-1.9	38.5*	6.2	0.0	2.6	-7.7	-4.5	39.7*
COC(=O)c1nn(-c2ccccc2)c(Cl)c1/C=N/OCc1c(Cl)cccc1Cl	-1.4	10.4	0.1	0.6	2.0	-2.9	4.0	-2.6	6.2
CC1CCC(=NNC(=O)c2ccccc2-n2cccc2)CC1 (stereo not drawn)	0.0	2.9	-1.6	-8.7	3.0	1.4	5.3	4.2	6.6
CCOc1ccc(Nc2ncnc3c2nnn3Cc2ccccc2)cc1	0.7	0.5	-12.6	1.5	x	-12.5	-13.3	1.1	-6.5
